MEP2-GFP yeast: modulators of MEP2-GFP levels in yeast, primary screen, S. cerevisiae, multiplex flow cytometry, MLPCN library. S. cerevisiae MEP2-GFP strain, 3 h; 100% = DMSO control level. actives 0.51% (n = 330,000). GFP response vs DMSO, % at 10 µM. AID 2016, 2009;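 active = GFP response versus DMSO above a set limit, roughly screen mean plus 3 SD, cut at about 180% in these data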;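 note: median GFP fluorescence of the barcode-gated MEP2-GFP cells per well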
CIT2 TOR yeast: modulators of CIT2-GFP expression in yeast, primary screen, S. cerevisiae, GFP fusion, multiplex flow cytometry, MLPCN library; S. cerevisiae CIT2-GFP strain, 3 h; 100 means same as DMSO wells; GFP response vs DMSO, % at 10 µM; actives 0.065% (n = 320,000);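 active = GFP response relative to DMSO above a set limit, near the screen mean plus 3 SD, cut at about 150% in these data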;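 note: ratio of well median GFP fluorescence to mean of DMSO wells on the plate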
AGP1-GFP MLPCN: modulators of AGP1-GFP expression in yeast TOR pathway, primary screen, cell-based, multiplex flow cytometry, S. cerevisiae, MLPCN library; 3 h; GFP as percent of DMSO wells; actives 0.02% (n = 320,000); GFP response vs DMSO, % at 10 µM; AID 2066, 2009;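 active = GFP response relative to DMSO above a set limit, near screen average plus 3 SD, cut at about 150% in these data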;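 note: median GFP channel fluorescence of the gated AGP1 strain per well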
GRK2 aptamer HTS: compounds blocking aptamer binding on GRK2 – biochemical, human GRK2, bead flow cytometry, HTS, primary screen; actives 0.59% (n = 330,000); inhibition of aptamer binding, % at 10 µM; AID 488847, 2010; FAM-aptamer displacement from GRK2;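 active = inhibition of aptamer binding above 40%, roughly 3 SD of noise, on plates passing a quality check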;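 note: median bead fluorescence of bound FAM aptamer so fluorescent compounds give negative values; no value below 0 was filed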
Target sequence (P25098 whole entry, looked up): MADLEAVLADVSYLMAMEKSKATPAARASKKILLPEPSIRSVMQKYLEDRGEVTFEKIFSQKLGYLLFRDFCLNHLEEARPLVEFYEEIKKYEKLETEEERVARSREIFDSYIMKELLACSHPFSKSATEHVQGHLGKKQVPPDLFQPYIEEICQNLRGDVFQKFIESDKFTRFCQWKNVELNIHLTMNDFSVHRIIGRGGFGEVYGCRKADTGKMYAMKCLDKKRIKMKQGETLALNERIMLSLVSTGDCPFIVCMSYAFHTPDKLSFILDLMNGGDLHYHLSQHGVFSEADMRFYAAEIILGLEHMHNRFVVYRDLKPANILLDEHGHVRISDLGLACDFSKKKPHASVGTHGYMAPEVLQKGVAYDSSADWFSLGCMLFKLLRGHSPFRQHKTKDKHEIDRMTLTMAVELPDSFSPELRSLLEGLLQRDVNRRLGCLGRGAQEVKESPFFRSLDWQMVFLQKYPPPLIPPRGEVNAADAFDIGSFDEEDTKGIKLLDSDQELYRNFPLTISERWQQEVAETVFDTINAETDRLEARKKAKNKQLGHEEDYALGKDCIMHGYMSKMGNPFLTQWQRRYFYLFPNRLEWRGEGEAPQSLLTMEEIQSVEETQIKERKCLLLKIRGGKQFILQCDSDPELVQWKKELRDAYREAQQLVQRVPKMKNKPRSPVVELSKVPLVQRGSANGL
RPL19A-GFP yeast: RPL19A-GFP expression modulators in yeast, primary screen, cell-based, S. cerevisiae, multiplex flow cytometry, MLPCN; actives 0.3% (n = 330,000); S. cerevisiae RPL19A-GFP strain, 3 h; stronger effect = lower value; percent response vs DMSO, % at 10 µM; AID 2025, 2009;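 active = percent response vs DMSO below 50%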;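 note: median channel GFP fluorescence of the barcoded RPL19A-GFP strain; ratio of sample median GFP to plate DMSO average so 100% = DMSO; lower means less RPL19A-GFP as with rapamycin TOR inhibition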
VLA-4 inh: inhibition in human VLA-4 binding assay, primary screen, VLA-4 allosteric modulator project, MLPCN library, flow cytometry, VLA-4 expressing cells; actives 0.2% (n = 330,000); ligand binding flow cytometry; inhibition, % (about 7 µM as worked out from the volumes in the protocol); in the data active = inhibition above about 50%
CR mimetic SO: reduction of superoxide in aged yeast, primary screen, HTS. S. cerevisiae aged cells, superoxide DHE fluorescence; stronger effect = lower value. superoxide response (% of plate mean), % at 10 µM. actives 0.18% (n = 330,000);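 active = superoxide response under a set limit, about three screen SD below normal, cut at about 65% in these data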;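 note: yeast aged for seven days with compound at 30 °C before DHE staining; 100% = average MFI of all compound-treated wells on the plate with controls excluded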
LAP4-GFP MLPCN: modulators of LAP4-GFP expression in yeast, primary screen, S. cerevisiae, multiplex flow cytometry, MLPCN library. 3 h; median GFP as percent of DMSO wells. GFP response vs DMSO, % at 10 µM. actives 0.34% (n = 320,000);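 active = GFP response vs DMSO above a set limit, about the screen mean plus 3 SD, cut at about 150% in these data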
Numbers without * were called inactive; · = not tested or not shown.

Fields: MEP2-GFP yeast, CIT2 TOR yeast, AGP1-GFP MLPCN, GRK2 aptamer HTS, RPL19A-GFP yeast, VLA-4 inh, CR mimetic SO, LAP4-GFP MLPCN
COc1cc(NC(=O)c2cc(-c3ccccc3)on2)cc(OC)c1OC
→ 110, 106, 98, 0, 107, 12, 97, 101
O=C(Oc1ccc2c(c1)OCO2)c1ccncc1
→ 110, 101, 98, 0, 105, -3, 93, 117
O=C(c1ccc(Cl)cc1)C1CCN(C(=O)C2CC2)CC1
→ 98, 99, 99, 1, 100, -13, 106, 98
Cc1nnc(NC(=O)CCCOc2ccccc2)s1
→ 99, 102, 105, 0, 97, -3, 101, 99
CC(/C=N\NC(=O)Cn1cncn1)=C/c1ccc(C(C)C)cc1
→ 110, 103, 112, 2, 102, 18, 105, 114
Cc1ccc(-c2nc(CS(=O)(=O)CC(=O)NCCCN(Cc3ccccc3)C(C)C)c(C)o2)cc1
→ 97, 94, 95, 1, 95, 10, 107, 92
CCCNC(=O)c1oc2ccc3c(c2c1C)C=CC(C)(C)O3
→ 113, 108, 103, 4, 108, 0, 97, 100
Cc1cccc(N2C(=O)CC(Sc3ncn[nH]3)C2=O)c1 (stereo not drawn)
→ 90, 78, 93, 0, 93, 3, 102, 140
Cc1cc(C(=O)CSc2nc3ccc(Cl)cc3[nH]2)c(C)n1CC1CCCO1 (stereo not drawn)
→ 99, 98, 100, 1, 98, 0, 94, 94
CCN(C(=O)Cc1c(C(=O)O)[nH]c2ccccc12)c1ccc(OC)cc1
→ 97, 99, 104, 0, 101, -4, 85, 96

(more compounds)
Fields: MEP2-GFP yeast, CIT2 TOR yeast, AGP1-GFP MLPCN, GRK2 aptamer HTS, RPL19A-GFP yeast, VLA-4 inh, CR mimetic SO, LAP4-GFP MLPCN
CCCN(CC(=O)Nc1ccccc1OC)C(=O)Cc1ccccc1F
→ 106, 100, 109, 2, 105, 12, 99, 103
Cc1nn(CC(=O)NCCc2cccs2)c(=O)c2nn(-c3ccccc3)c(C)c12
→ 100, 101, 97, 0, 99, -14, 101, 97
O=C1C=C(Nc2ccc(F)cc2)c2ccccc2C1=O
→ 103, 104, 95, 2, 101, 5, 142, 99
Cc1ccc(NC(=O)c2cc3c(=O)oc4ccccc4c3s2)nc1
→ 91, 94, 99, 0, 104, -1, 112, 94
Cc1ccc(O)c(C(=O)c2cnc3c(c2)COc2ccc(C)cc2-3)c1
→ 95, 88, 97, 4, 96, 12, 84, 91
CCOC(=O)C1CCN(C(=O)COC(=O)c2nc3nc(C)cc(C)n3n2)CC1
→ 98, 98, 106, 4, 100, -4, 101, 98
CCOC(=O)Nc1ccc2c(c1)N(C(=O)CCN1CCOCC1)c1ccccc1S2=O (stereo not drawn)
→ 103, 95, 100, 0, 97, -1, 95, 102
COCCOC(=O)c1c(N)n(CCCN2CCOCC2)c2nc3ccccc3nc12
→ 105, 89, 99, 1, 85, -1, 97, 106
Cc1ccc(NC(=O)C2CCN(S(=O)(=O)c3ccc4c(c3)NC(=O)C(C)S4)CC2)c(C)c1 (stereo not drawn)
→ 114, 104, 107, 2, 105, 7, 133, 101
COc1ccc(C(CNC(=O)c2cccc(S(=O)(=O)N3CCCC3)c2)N2CCCC2)cc1 (stereo not drawn)
→ 97, 96, 97, 0, 94, -7, 89, 101

Complete entries, quoted from the list:
CCOC(=O)C1CCN(C(=O)COC(=O)c2nc3nc(C)cc(C)n3n2)CC1 across the screens: MEP2-GFP yeast = 98; CIT2 TOR yeast = 98; AGP1-GFP MLPCN = 106; GRK2 aptamer HTS = 4; RPL19A-GFP yeast = 100; VLA-4 inh = -4; CR mimetic SO = 101; LAP4-GFP MLPCN = 98
CCOC(=O)Nc1ccc2c(c1)N(C(=O)CCN1CCOCC1)c1ccccc1S2=O (stereo not drawn) across the screens: MEP2-GFP yeast = 103; CIT2 TOR yeast = 95; AGP1-GFP MLPCN = 100; GRK2 aptamer HTS = 0; RPL19A-GFP yeast = 97; VLA-4 inh = -1; CR mimetic SO = 95; LAP4-GFP MLPCN = 102

(further entries)
Fields: MEP2-GFP yeast, CIT2 TOR yeast, AGP1-GFP MLPCN, GRK2 aptamer HTS, RPL19A-GFP yeast, VLA-4 inh, CR mimetic SO, LAP4-GFP MLPCN
Cc1nc2cc(NC(=O)NCc3ccco3)ccc2n1C
→ 102, 104, 102, 2, 102, 3, 84, 97
FC(F)(F)c1cc(-c2cccs2)nc2cc(-c3ccccc3)nn12
→ 92, 87, 89, 4, 95, 3, 116, 86
CCCN(Cc1cc2cc(OC)ccc2[nH]c1=O)C(=O)c1ccncc1
→ 101, 97, 96, 2, 96, -17, 100, 94
Cn1cc([N+](=O)[O-])c(C(=O)NNC(=O)c2ccc([N+](=O)[O-])cc2Cl)n1
→ 112, 103, 101, 0, 98, 0, 111, 130
O=C(O)Cn1cc(C(=O)C(F)(F)F)c2ccccc21
→ 93, 90, 106, 2, 99, 3, 107, 122
Brc1nnc2n1-c1ccccc1Sc1ccccc1-2
→ 97, 83, 90, 2, 93, -11, 124, 96
COc1ccc(Oc2ccc(S(=O)(=O)N3CCCCC3)cc2S(=O)(=O)N2CCCCC2)cc1
→ 102, 97, 107, 1, 103, 9, 100, 94
O=C(Nc1ccc2c(c1)OCCO2)NC1CCCCC1
→ 103, 103, 101, 1, 99, 1, 95, 100
COc1ccc(-c2nc(CS(=O)(=O)CC(=O)NCCc3ccc(C)cc3)c(C)o2)cc1
→ 103, 102, 96, 0, 98, 1, 110, 86
O=C1NC(NS(=O)(=O)c2ccc(Cl)cc2)(C(F)(F)F)C(=O)N1c1ccccc1 (stereo not drawn)
→ 112, 100, 102, 0, 109, -11, 97, 100

The list goes on:
Fields: MEP2-GFP yeast, CIT2 TOR yeast, AGP1-GFP MLPCN, GRK2 aptamer HTS, RPL19A-GFP yeast, VLA-4 inh, CR mimetic SO, LAP4-GFP MLPCN
CC1(C(=O)N(Cc2ccccc2)Cc2ccccc2)CC1(Br)Br (stereo not drawn)
→ 99, 96, 104, 0, 105, 0, 95, 96
Cn1c(SCC(=O)NN2C(=O)NC(C)(c3ccccc3)C2=O)nnc1-c1ccncc1 (stereo not drawn)
→ 100, 111, 109, 5, 107, -2, 83, 106
O=C(Nc1cccc(S(=O)(=O)N2CCCC2)c1)c1ccc2ccccc2n1
→ 100, 115, 101, 0, 99, 4, 132, 78
CCc1ccccc1OCc1nnc(N)s1
→ 106, 84, 105, 1, 79, 5, 80, 183*
CCCCn1ccnc1C(=O)c1cc(S(=O)(=O)N2CCOCC2)ccc1C
→ 98, 98, 103, 0, 100, -6, 86, 95
C=CCNc1ncnc2c1[nH]c1ccc(C)cc12
→ 99, 93, 93, 1, 96, 22, 95, 96
CN1CCN(C2CCN(Cc3ccc(O)c4ncccc34)CC2)CC1
→ 87, 102, 98, 0, 97, 3, 89, 100
O=C(CN1CCc2ccccc2C1)Nc1ccccc1C(=O)NC1CC1
→ 101, 96, 104, 4, 97, 9, 110, 102
CN1C(=O)Cc2cc(S(=O)(=O)N3CCN(c4ccc(Cl)cc4)CC3)ccc21
→ 94, 95, 95, 0, 99, -4, 99, 90
C=CCn1c(SCc2cc(=O)n3ccsc3n2)nc2ccccc2c1=O
→ 100, 80, 98, 1, 96, 1, 123, 104

Next section:
Letter code – A = MEP2-GFP yeast; B = CIT2 TOR yeast; C = AGP1-GFP MLPCN; D = GRK2 aptamer HTS; E = RPL19A-GFP yeast; F = VLA-4 inh; G = CR mimetic SO; H = LAP4-GFP MLPCN
O=C1C2C3C=CC(C4CC34)C2C(=O)N1/N=C/c1cccs1 (stereo not drawn)
  A: 97; B: 100; C: 95; D: 4; E: 98; F: 8; G: 76; H: 84
COC(=O)C1ON2OC(C(=O)OC)C(C(=O)OC)C2C1CC(C)=O (stereo not drawn)
  A: 100; B: 94; C: 104; D: 0; E: 97; F: -9; G: 98; H: 95
COCC(C)n1c(SCc2nc3ccccc3c(=O)[nH]2)nc2ccccc2c1=O (stereo not drawn)
  A: 96; B: 103; C: 102; D: 0; E: 98; F: 1; G: 106; H: 97
N=C1/C(=C/c2ccc(Br)o2)C(=O)N=C2SC(CC(=O)N3CCCC3)=NN12
  A: 114; B: 104; C: 103; D: 7; E: 101; F: -2; G: 101; H: 108
O=C(CCS(=O)(=O)c1cccc2nsnc12)NCc1ccccc1
  A: 98; B: 94; C: ·; D: 1; E: 99; F: 8; G: 95; H: 103
Cc1nn(-c2ccc(F)cc2)c2sc(C(=O)O)cc12
  A: 95; B: ·; C: 99; D: 0; E: 92; F: 6; G: 153; H: 99
Cc1nc(N)c(Cc2ccc(Cl)cc2Cl)c(N)n1
  A: 95; B: 91; C: 102; D: 0; E: 96; F: 1; G: 91; H: 103
C=CCC1(CC=C)CCCN1C(=O)c1cc(COc2cncc(Cl)c2)on1
  A: 120; B: 110; C: 120; D: 0; E: 98; F: -3; G: 101; H: 107
Cn1c(=O)c2c(nc(NN=C3CCCCC3)n2C)n(C)c1=O
  A: 98; B: 103; C: 99; D: 1; E: 95; F: 1; G: 99; H: 100
CCOC(=O)c1ccc(Oc2nc(SC)nc(N(C)C)n2)cc1
  A: 104; B: 96; C: 95; D: 0; E: 95; F: 7; G: 96; H: 103
CC(Oc1ccc2cc(-c3ccccc3)c(=O)oc2c1)C(=O)NCC1CCC(C(=O)O)CC1 (stereo not drawn)
  A: 121; B: 92; C: 24; D: 3; E: 78; F: 10; G: 128; H: 103
CCOC(=O)CSC1=N/C(=C/c2ccc(-n3cncn3)cc2)C(=O)N1C(C)=O
  A: 115; B: 101; C: 106; D: 3; E: 105; F: 10; G: 103; H: 113
Cn1cccc1/C=C1\SC(=S)N(NC(=O)c2ccccc2)C1=O
  A: 102; B: 98; C: 93; D: 2; E: 97; F: 18; G: 98; H: 96
O=C(COC(=O)CNC(=O)c1cc(Cl)cc([N+](=O)[O-])c1)NC(=O)NCc1ccco1
  A: 92; B: 94; C: 96; D: 0; E: 97; F: 7; G: 128; H: 88

Results in AGP1-GFP MLPCN and VLA-4 inh (2 entries from above):
| canonical_smiles | AGP1-GFP MLPCN | VLA-4 inh |
| --- | --- | --- |
| Cn1c(=O)c2c(nc(NN=C3CCCCC3)n2C)n(C)c1=O | 99 | 1 |
| COC(=O)C1ON2OC(C(=O)OC)C(C(=O)OC)C2C1CC(C)=O (stereo not drawn) | 104 | -9 |

Assay outcomes as filed in PubChem.

The order is random. About 1.7% of those tested had a hit in this group.
